GSIS activator: GLuc luminescence reporter in INS-1E cells, primary screen for activators of glucose-dependent secretion of insulin; INS-1E GLuc reporter insulin secretion, 2-3 h; activation, % at 16.6 µM; 0.61% of 370,000 active; AID 743287, 2014;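 active means lowest replicate activation of at least 40%, so every replicate reaches that level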;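 further: 0% = median of neutral control wells and 100% = median of IBMX positive control wells; some compounds called inactive have numbers as strong as hits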
FN deposit inh: inhibitors of fibronectin matrix deposition, primary screen, AH1F cells, Alexa488-fibronectin fluorescence, plate reader; AH1F fibroblasts, overnight; inhibition, % at 12.6 µM; 0.086% of 350,000 active; AID 743247, 2014;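 active means mean inhibition across replicates of 30% or more, regardless of how many single replicates reach that level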;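 further: positive control wells lacked labelled fibronectin entirely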
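Measured by – fluorescence 485/525 nm · System – AH1F fibroblast monolayer, labelled fibronectin deposition · Amount – 10000 cells per well · Buffer or medium – serum-reduced DMEM (2% serum) · Doses – single dose, pinned · Also added – fluorescent fibronectin at 24 nM final · Schedule – 1 h cell attachment, overnight exposure to compound and label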
PglD inh: C. jejuni PglD acetyltransferase inhibitors, primary screen, biochemical, DTNB colorimetric, single point. 0.098% of 360,000 active. purified PglD enzyme, DTNB colorimetric CoA detection. inhibition, % at 12.5 µM; in the data active means inhibition above about 16%, passing the limit was not always enough; further: strong numbers were not always called active
miR-122 sensor: miR-122 Renilla sensor signal increase in Huh7, primary screen, miR-122 inhibitor project, cell-based, single point, plate reader. 0.3% of 340,000 active. activation (reporter increase), % at 12.5 µM. Huh7 miR-122 Renilla luciferase sensor, 48 h; neutral wells = 0, positive control = 100. AID 602342, 2012;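 active means mean replicate activation score at least 90 and every replicate individually at or above 90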;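 further: higher luciferase means less miR-122 activity so hits act as miR-122 inhibitors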
Statin myotox sup: suppressors of statin myotoxicity in C2C12 myotubes, primary screen, cell-based, single point, plate reader; C2C12 myotubes + simvastatin, ATP luminescence, 48 h; scaled: DMSO 0, geranylgeraniol control 100; rescue of ATP level, % at 7.49 µM; 0.78% of 330,000 active;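 active means mean ATP rescue above about 67%, or every replicate alone reaching that limit, limit read from the data, passing the limit was not always enough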;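 further: myotubes were challenged with 10 µM simvastatin during compound exposure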
F508del corr: F508del CFTR correction, initial screen, CFBE line, single point; activity (quench increase), % at 7.58 µM; 0.36% of 350,000 active; CFBE cells, YFP halide quenching; stimulated with forskolin plus potentiator P3; % fluorescence drop versus neutral controls; AID 720511, 2013;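 active means mean added fluorescence quench of at least 8% versus neutral control, with both replicates also reaching 8%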;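 further: cells transiently co-express mutant CFTR-F508del with the halide-sensitive YFP; corrector assay measuring rescue of mutant channel to the surface after 24 h compound exposure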
Cneo AK release: Cryptococcus neoformans cell lysis inducers, primary screen, AK release luminescence, single concentration; lysis activity, % at 15 µM; 0.2% of 360,000 active; AID 651654, 2012; C. neoformans lysis, adenylate kinase release luminescence, 4 h; normalised: neutral wells 0, clomiphene wells 100;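 active means mean lysis activity across replicates of at least 80%, whatever share of replicates individually reach that level; inactive means mean lysis activity below 80%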
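Material – log-phase Cryptococcus neoformans yeast cells · Input – 5 × 10^6 yeast cells/mL · Medium – fresh YPD growth medium · Doses – single compound concentration per well · Timing – static 4 h at 37 °C with compound, 1 h detection · Detection – adenylate kinase release luminescence · Read-out – signal increase indicating cell lysis · Control set – Clomiphene as positive lysis control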
PGC1a acetyl inh: inhibitors of PGC1a acetylation signal, primary screen, cell-based, U2OS, AlphaScreen, inhibitor mode | AlphaScreen anti-acetyl-lysine; with virally co-expressed GCN5 acetyltransferase | inhibition, % at 15.6 µM | 0.17% of 350,000 active | AID 651687, 2012;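 active means every replicate shows inhibition of at least 40%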;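 further: 0% = neutral control wells and 100% = positive control wells; some results beyond the cut were filed as inactive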
* hit, by the source's call; nt = not tested or not shown; [ ] = another dose, or the depositor's remark.

SMILES | GSIS activator | FN deposit inh | PglD inh | miR-122 sensor | Statin myotox sup | F508del corr | Cneo AK release | PGC1a acetyl inh
Cc1ccc(C)c(S(=O)(=O)C(C#N)c2nc3ccccc3nc2N2CC(C)OC(C)C2)c1 (stereo not drawn) | nt | nt | -2.6 | -17.2 | -21.2 | nt | 0.1 | -16.9
C[C@H](CO)N1C[C@H](C)[C@H](CN(C)C(=O)NC2CCCCC2)OCCCC[C@H](C)Oc2ccc(NC(=O)Nc3ccc4c(c3)OCO4)cc2C1=O | 5.9 | -0.1 | 1.7 | -2.5[16.7 µM] | nt | 2.5 | -0.7 | -1.1
Oc1ccccc1CNCCCNCc1ccccc1O | nt | 3.2 | -1.8 | -23.7 | -27.1 | nt | 7.0 | -12.4
CN(C)S(=O)(=O)c1cccc(-c2nnc(-c3ccccc3)o2)c1 | 13.8 | nt | nt | 3.8 | nt | -0.3 | nt | 5.5
C[C@@H]1CN([C@H](C)CO)C(=O)c2cc(NC(=O)Nc3ccc(C(F)(F)F)cc3)ccc2O[C@@H](C)CCCCO[C@@H]1CN(C)Cc1ccc(Cl)c(Cl)c1 | 15.3 | nt | -2.9 | 5.5[16.7 µM] | 6.5 | 1.8 | 3.5 | -17.2
Cc1ccc(OCC(=O)N/N=C/c2cn[nH]c2-c2ccc(Cl)c(Cl)c2)cc1 | nt | nt | -9.3 | 2.5 | 13.7 | nt | -0.6 | -18.2
COc1ccc(Cl)cc1S(=O)(=O)N1CCN(C(=O)c2n[nH]c(=O)c3ccccc23)CC1 | nt | 5.3 | 3.9 | nt | 12.4 | -2.7 | -0.2 | -7.8
CCCN1[C@H](C(=O)N(C)C)[C@@H](CO)[C@@H]2Cn3c(ccc(-c4cccc(F)c4)c3=O)[C@@H]21 | 4.6 | nt | -0.3 | -3.3[16.7 µM] | -6.4 | -1.9 | -1.4 | 0.1
COc1ccc(S(=O)(=O)N(C)C[C@H]2Oc3c(NC(=O)NC(C)C)cccc3C(=O)N([C@@H](C)CO)C[C@@H]2C)cc1 | 1.1 | 0.9 | -0.3 | -6.8[16.7 µM] | nt | -3.9 | -1.1 | 4.2
COCC(=O)N1[C@@H]2c3ccc(-c4ccc(F)cc4)c(=O)n3C[C@@H]2[C@@H](CO)[C@@H]1C(=O)Nc1ccccc1 | -2.6 | nt | 0.8 | -6.5[16.7 µM] | 1.1 | 0.6 | 0.5 | -12.5
COc1ccc(CNS(=O)(=O)c2ccc(Br)s2)cc1 | -3.8 | 7.6 | 1.1 | 4.3 | -5.9 | 0.7 | -3.1 | 5.6
CC(C)NC(=O)C1(C)CCN1C(=O)Cc1ccc(-c2ccccc2)cc1 (stereo not drawn) | nt | -1.6 | 5.2 | 1.0 | 3.2 | -2.1 | -11.6 | 5.0
Cc1c(OCC(=O)N2CCC(C(N)=O)CC2)ccc2c3c(c(=O)oc12)CCC3 | 14.1 | nt | 2.1 | -1.2 | 1.9 | 0.7 | -1.6 | 6.9
O=C(O)c1cccc(N/N=C/c2sc(N3CCOCC3)nc2-c2ccccc2)c1 | 41.5* | nt | nt | 1.7 | -3.7 | nt | 0.8 | -3.4
Oc1ccccc1/C=N/n1cnnc1 | -7.5 | nt | 1.1 | -3.2 | nt | nt | -1.0 | -5.6
COC(=O)/C(=N\OCc1ccc(C#N)cc1)c1c(C)nn(C)c1C | 18.8 | -0.8 | -3.4 | nt | 1.7 | 0.4 | -1.0 | nt
COc1ccc(CN(C)C[C@H]2OCCCC[C@H](C)Oc3ccc(NS(=O)(=O)c4ccc(OC)cc4)cc3C(=O)N([C@H](C)CO)C[C@H]2C)cc1 | -25.9 | 4.4 | -1.0 | 1.5[16.7 µM] | nt | 0.0 | 4.1 | -15.3
CC(=O)Cc1nsc(NC(=O)c2ccccc2Cl)n1 | 0.7 | -17.9 | -3.9 | -10.0 | 4.8 | -3.7 | -1.8 | nt
Cc1noc(C)c1S(=O)(=O)Nc1ccc2c(c1)C(=O)N([C@H](C)CO)C[C@H](C)[C@H](CN(C)C)O2 | -1.9 | 8.4 | 1.0 | -5.9[16.7 µM] | -3.6 | -0.9 | 0.3 | 2.2
Cc1c(/C(O)=C2\C(=O)C(=O)N(CCCN(C)C)C2c2ccccc2)cnn1-c1ccccc1 (stereo not drawn) | 11.9 | 12.8 | nt | -4.4 | -9.3 | 0.8 | nt | 81.6*
COc1ccc(-c2cccc(NC(=O)c3ccc4c(c3)OCO4)c2)nn1 | 20.6 | 0.6 | 2.2 | 3.8 | -8.7 | -2.7 | 1.4 | -0.5
CCOC(=O)C1=NOC(CN(c2ccccc2)S(=O)(=O)c2ccc(Cl)cc2)C1 (stereo not drawn) | -0.3 | nt | -4.7 | -4.3 | -12.2 | 2.9 | -0.7 | 3.2
Cc1noc(C)c1NC(=O)N[C@H]1CC[C@@H](CC(=O)N2CCN(C)CC2)O[C@H]1CO | 5.8 | -0.2 | -1.1 | nt | -1.9 | -4.4 | 3.0 | 1.2
O=c1oc2ccccc2c(Nc2ccc3ccccc3c2)c1[N+](=O)[O-] | nt | nt | -4.5 | 45.6 | -9.5 | nt | -1.8 | -1.8
O=C(COCC(=O)NCc1ccccc1)NCc1ccccc1 | -3.6 | -12.8 | nt | nt | nt | 0.7 | nt | -7.4
O=C(CSc1ncnc2sc3c(c12)CCC3)NCC1CCCO1 (stereo not drawn) | -7.5 | nt | 5.1 | nt | nt | -0.4 | 12.2 | nt
Nc1nc(-c2sc3nc4c(cc3c2N)CCCC4)nc(N2CCOCC2)n1 | nt | nt | -3.4 | -12.1 | nt | nt | 0.7 | -6.8
CCN1C(=O)[C@H]2[C@@H](c3ccc(-c4ccc(Cl)c(Cl)c4)cc3)N3CCCC[C@@]3(C(=O)OC)[C@H]2C1=O | -5.9 | -1.5 | -4.3 | -5.5 | 22.7 | 0.6 | -0.1 | 29.2
COc1cc2nc(Nc3cccc(F)c3)nc(N)c2cc1OC | -12.7 | -3.0 | 4.2 | -8.1 | -36.9 | -3.0 | 3.3 | -10.7
COc1ccc([C@H]2/C=C\CN(C(=O)[C@H](Cc3ccccc3)NC(=O)OCC3c4ccccc4-c4ccccc43)CC(=O)N2Cc2ccc(F)cc2)cc1 | nt | 2.2 | -0.7 | -1.4 | -20.5 | -0.7 | 0.2 | 0.7

Rewritten with two lines to a compound: 2 of the compounds above.
Sequence of screens: GSIS activator, FN deposit inh, PglD inh, miR-122 sensor, Statin myotox sup, F508del corr, Cneo AK release, PGC1a acetyl inh
> CCN1C(=O)[C@H]2[C@@H](c3ccc(-c4ccc(Cl)c(Cl)c4)cc3)N3CCCC[C@@]3(C(=O)OC)[C@H]2C1=O
    -5.9, -1.5, -4.3, -5.5, 22.7, 0.6, -0.1, 29.2
> Cc1noc(C)c1NC(=O)N[C@H]1CC[C@@H](CC(=O)N2CCN(C)CC2)O[C@H]1CO
    5.8, -0.2, -1.1, nt, -1.9, -4.4, 3.0, 1.2

Other records:
SMILES | GSIS activator | FN deposit inh | PglD inh | miR-122 sensor | Statin myotox sup | F508del corr | Cneo AK release | PGC1a acetyl inh
CCCCCOC(=O)C1=C(C)NC(=O)NC1c1ccc2c(c1)OCO2 (stereo not drawn) | -30.3 | 4.9 | 4.7 | -7.9 | 12.0 | -2.5 | -6.9 | 1.8
O=C(Nc1ccccc1C(=O)O)c1ccc(NC(=O)C2CC2)cc1 | -2.3 | -3.0 | -0.2 | -0.5 | -4.0 | 1.6 | -5.5 | nt
O=C(Cc1ccncc1)NCC[C@@H]1CC[C@H](NC(=O)C2CC2)[C@H](CO)O1 | 7.4 | -0.2 | -3.8 | nt | 2.1 | -0.8 | -5.3 | 7.1
Cn1cnnc1SCc1ccc(C(=O)N/N=C(/CCC(=O)O)c2ccc(C(C)(C)C)cc2)cc1 | -14.2 | nt | -1.0 | -9.9 | 1.9 | 0.0 | -1.1 | -10.1
O=C(c1ccc(N2CCCCS2(=O)=O)cc1)N1CCN(c2ccccc2F)CC1 | nt | 0.7 | -1.4 | -8.6 | -0.9 | 0.1 | -2.3 | 9.4
C[C@@H]1CCCCO[C@H](CN(C)C(=O)Nc2ccc(C(F)(F)F)cc2)[C@@H](C)CN([C@H](C)CO)C(=O)c2cc(NC(=O)Nc3ccc(F)cc3)ccc2O1 | 10.7 | -6.5 | 1.3 | 1.1[16.7 µM] | -2.2 | 2.5 | -2.4 | 16.1
Cc1cc2oc(C(=O)N(Cc3ccccc3)C3CCS(=O)(=O)C3)c(C)c2cc1C (stereo not drawn) | 0.9 | -0.9 | -2.6 | -1.0 | -14.9 | -1.1 | 5.0 | 6.6
O=C(O)c1ccc2nnn(O)c2c1 | 0.1 | 3.9 | 2.9 | -2.9 | 13.6 | -0.3 | 0.9 | -12.9
Cc1sc2ncn(CC(=O)NCCCC(=O)N3CCN(Cc4ccc5c(c4)OCO5)CC3)c(=O)c2c1C | -10.2 | 4.0 | 0.4 | -2.8 | -4.6 | 2.4 | -0.4 | -3.5
CO[C@H]1CN(C)C(=O)c2ccc(NC(=O)c3ccc4c(c3)OCO4)cc2OC[C@H](C)NC[C@@H]1C | 11.2 | 0.1 | 3.9 | nt | 3.3 | -0.7 | 9.4 | 6.2
O=C1CCc2cc(S(=O)(=O)NC(C(=O)NCc3cccnc3)c3ccccc3)ccc2N1 (stereo not drawn) | 6.6 | 1.3 | -4.7 | 0.8 | 6.4 | 3.4 | 2.9 | -5.4
C[C@@H]1CN([C@@H](C)CO)C(=O)c2cccc(NC(=O)c3ccc(-c4nccs4)cc3)c2O[C@H]1CN(C)Cc1ccc(C(=O)Nc2ccccc2N)cc1 | 3.1 | nt | -2.3 | 22.3[16.7 µM] | nt | 2.3 | -1.7 | 7.7
CCc1ccccc1S(=O)(=O)Cc1ccc(C(=O)NC(C)C)o1 | -5.5 | -29.7 | -3.1 | -6.1 | -4.5 | -4.5 | 0.6 | -14.6
CC(C)C[C@@H](CN1CCC[C@@H]1CN1C(=S)NC[C@@H]1Cc1ccccc1)N1C[C@H](Cc2ccc(O)cc2)N(CC2CCCCC2)C1=S | -17.2 | 2.2 | -4.0 | -0.5 | 3.5 | 2.0 | 0.8 | 15.7
O=C(COC(=O)c1ccc(O)cc1)NC(c1ccccc1)c1ccccc1 | -24.8 | -0.2 | -3.4 | -0.7 | 2.9 | -1.9 | -0.3 | 2.0
C[C@@H](NC(=O)C[C@H]1CC[C@H](NC(=O)C2CCC2)[C@H](CO)O1)c1ccccc1 | 10.1 | nt | 1.1 | nt | -6.9 | 2.3 | 0.4 | 1.1
CCOC(=O)C(NS(=O)(=O)c1ccc(Br)cc1)C(C)C (stereo not drawn) | 17.8 | nt | nt | -0.3 | nt | -1.2 | nt | 19.6
Cc1ccc(S(=O)(=O)Nc2cccc3c2O[C@H](CN(C)Cc2ccc(Cl)c(Cl)c2)[C@@H](C)CN([C@@H](C)CO)C3=O)cc1 | -21.5 | 1.0 | nt | 51.2[16.7 µM] | 14.7 | 1.8 | nt | -50.5

Pulled by compound from the list above, two records:
SMILES | GSIS activator | FN deposit inh | PglD inh | miR-122 sensor | Statin myotox sup | F508del corr | Cneo AK release | PGC1a acetyl inh
CCc1ccccc1S(=O)(=O)Cc1ccc(C(=O)NC(C)C)o1 | -5.5 | -29.7 | -3.1 | -6.1 | -4.5 | -4.5 | 0.6 | -14.6
O=C(c1ccc(N2CCCCS2(=O)=O)cc1)N1CCN(c2ccccc2F)CC1 | nt | 0.7 | -1.4 | -8.6 | -0.9 | 0.1 | -2.3 | 9.4

Assay outcomes (PubChem)
